Cav32 inh: inhibitors of human Cav3.2 T-type calcium channel | O95180 | Cav3.2-expressing cells, Fluo-4 calcium fluorescence FDSS; stronger effect = lower value | B-score at 10 µM | actives 4% (n = 100,000) | AID 449739;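 active = single-dose well whose peak fluorescence ratio is a statistical outlier from its plate by either plate-standardised score or position-corrected B-score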
Target sequence (O95180 whole entry, looked up): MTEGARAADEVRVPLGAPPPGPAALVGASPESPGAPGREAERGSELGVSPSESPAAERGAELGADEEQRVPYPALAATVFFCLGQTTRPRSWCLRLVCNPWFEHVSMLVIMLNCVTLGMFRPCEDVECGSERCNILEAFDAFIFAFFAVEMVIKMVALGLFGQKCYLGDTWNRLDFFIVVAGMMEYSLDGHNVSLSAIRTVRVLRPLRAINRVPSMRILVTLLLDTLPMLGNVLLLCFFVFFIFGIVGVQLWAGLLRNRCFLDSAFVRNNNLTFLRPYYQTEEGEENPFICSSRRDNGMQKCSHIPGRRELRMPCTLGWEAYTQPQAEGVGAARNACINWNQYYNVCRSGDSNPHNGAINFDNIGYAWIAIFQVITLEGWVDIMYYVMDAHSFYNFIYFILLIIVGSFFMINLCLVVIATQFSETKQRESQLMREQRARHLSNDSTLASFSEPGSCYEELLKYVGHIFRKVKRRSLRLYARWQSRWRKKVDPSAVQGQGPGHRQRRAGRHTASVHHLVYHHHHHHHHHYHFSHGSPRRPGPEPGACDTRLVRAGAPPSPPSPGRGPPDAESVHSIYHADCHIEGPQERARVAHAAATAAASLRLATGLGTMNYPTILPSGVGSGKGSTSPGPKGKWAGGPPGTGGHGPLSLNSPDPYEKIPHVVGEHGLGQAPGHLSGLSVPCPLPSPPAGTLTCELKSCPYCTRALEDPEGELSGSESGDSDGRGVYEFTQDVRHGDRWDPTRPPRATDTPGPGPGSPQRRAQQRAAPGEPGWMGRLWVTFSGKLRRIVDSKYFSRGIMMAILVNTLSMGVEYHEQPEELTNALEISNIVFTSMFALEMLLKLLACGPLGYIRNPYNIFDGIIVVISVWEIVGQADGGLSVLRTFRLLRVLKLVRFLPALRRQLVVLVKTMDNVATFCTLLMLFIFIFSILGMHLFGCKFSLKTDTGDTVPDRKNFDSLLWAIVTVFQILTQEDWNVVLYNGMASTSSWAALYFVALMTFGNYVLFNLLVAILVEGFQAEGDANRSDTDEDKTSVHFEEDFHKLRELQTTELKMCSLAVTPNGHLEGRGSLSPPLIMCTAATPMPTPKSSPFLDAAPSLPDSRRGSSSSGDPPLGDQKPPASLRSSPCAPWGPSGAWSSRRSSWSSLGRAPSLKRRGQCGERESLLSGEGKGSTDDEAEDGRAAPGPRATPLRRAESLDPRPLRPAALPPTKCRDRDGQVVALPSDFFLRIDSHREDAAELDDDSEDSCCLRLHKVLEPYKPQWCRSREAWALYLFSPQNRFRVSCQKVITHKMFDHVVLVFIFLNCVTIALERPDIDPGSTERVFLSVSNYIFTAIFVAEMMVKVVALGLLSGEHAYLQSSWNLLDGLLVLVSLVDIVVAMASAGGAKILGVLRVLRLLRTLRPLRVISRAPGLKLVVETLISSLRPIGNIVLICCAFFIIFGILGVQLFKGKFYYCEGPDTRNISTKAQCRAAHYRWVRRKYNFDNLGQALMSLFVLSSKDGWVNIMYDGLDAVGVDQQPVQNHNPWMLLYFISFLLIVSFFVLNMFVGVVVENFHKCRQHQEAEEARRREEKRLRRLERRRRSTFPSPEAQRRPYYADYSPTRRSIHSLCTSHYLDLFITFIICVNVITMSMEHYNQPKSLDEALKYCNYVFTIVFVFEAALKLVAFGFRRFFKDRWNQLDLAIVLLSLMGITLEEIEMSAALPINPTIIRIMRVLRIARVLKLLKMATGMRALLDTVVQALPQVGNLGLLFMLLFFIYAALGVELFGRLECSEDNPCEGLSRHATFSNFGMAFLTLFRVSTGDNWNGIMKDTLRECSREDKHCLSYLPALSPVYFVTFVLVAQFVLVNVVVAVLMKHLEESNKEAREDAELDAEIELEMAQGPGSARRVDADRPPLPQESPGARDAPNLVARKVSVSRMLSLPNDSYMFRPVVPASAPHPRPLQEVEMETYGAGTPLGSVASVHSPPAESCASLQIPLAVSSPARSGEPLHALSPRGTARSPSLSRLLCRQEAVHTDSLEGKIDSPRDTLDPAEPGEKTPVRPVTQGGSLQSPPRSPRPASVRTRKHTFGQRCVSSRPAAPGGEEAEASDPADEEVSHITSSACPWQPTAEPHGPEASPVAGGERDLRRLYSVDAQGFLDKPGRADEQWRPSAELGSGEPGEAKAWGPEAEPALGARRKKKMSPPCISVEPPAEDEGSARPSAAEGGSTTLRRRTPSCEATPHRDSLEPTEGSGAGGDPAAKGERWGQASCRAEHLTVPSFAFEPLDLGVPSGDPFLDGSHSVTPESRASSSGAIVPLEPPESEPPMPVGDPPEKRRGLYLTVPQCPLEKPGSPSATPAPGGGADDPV
Active calls of the source: *.

SMILES,Cav32 inh
O=C(c1ccc(Cl)cc1)c1ccc(OCC(O)CN2CCCCC2)cc1 (stereo not given),0.578
Cc1ccc(C2CC(=O)C=C(O)C2)cc1 (stereo not given),0.771
CC1(O)C(=O)c2ccccc2N(c2ccccc2)C1=O (stereo not given),-0.00924
COC(=O)C1=C(O)CSC1=Nc1cccc(C(F)(F)F)c1,0.253
O=C(Nc1ccccc1C(=O)O)c1ncn[nH]1,0.14
COc1ccc(-c2noc(-c3ccccc3-c3ccccc3)n2)cc1,-0.973
CCOc1ccc(OCCSc2nc3ccccc3o2)cc1,0.214
CCNC(=O)CP(=O)(c1ccccc1)c1ccccc1,-0.723
O=C(CSc1ccc2nnc(-c3ccccn3)n2n1)Nc1ccc2c(c1)OCO2,1.32
Cc1cccc(-c2noc(Cc3ccccc3)n2)c1,-0.218
CCCCCn1c(C(C)NC(=O)CCC)nc2ccccc21 (stereo not given),0.742
COc1cc2nc(CN3C(=O)c4ccccc4C3=O)oc(=O)c2cc1OC,-2.8
COc1ccc(NS(=O)(=O)c2ccc(NC(C)=O)cc2)cc1OC,1.02
Cc1c(C(=O)NCCC2=CCCCC2)oc2ccc(S(=O)(=O)N3CCC4(CC3)OCCO4)cc12,-5.56*
Cc1cccc(NC(=O)/C(=C\c2ccco2)NC(=O)c2cccs2)c1,-0.27
CCn1c(=O)cc(OCC(=O)NCCC(C)C)c2ccccc21,0.992
Cc1cc(C)nc(N(C#N)CC(=O)N(c2ccccc2)C(C)C)n1,1.09
CC1CCCN(CCOCCOc2ccc(Cl)cc2Br)C1 (stereo not given),-0.173
Cc1cc(C)n2c(SC/C(O)=C(\C#N)c3nc4ccccc4[nH]3)nnc2n1,-0.67
O=C(NCc1ccccn1)c1cc2n(n1)C(C(F)(F)F)CC(c1ccco1)N2 (stereo not given),0.593

The last six compounds of the section before come first, to join the parts.
SMILES,Cav32 inh
Cc1cccc(NC(=O)/C(=C\c2ccco2)NC(=O)c2cccs2)c1,-0.27
CCn1c(=O)cc(OCC(=O)NCCC(C)C)c2ccccc21,0.992
Cc1cc(C)nc(N(C#N)CC(=O)N(c2ccccc2)C(C)C)n1,1.09
CC1CCCN(CCOCCOc2ccc(Cl)cc2Br)C1 (stereo not given),-0.173
Cc1cc(C)n2c(SC/C(O)=C(\C#N)c3nc4ccccc4[nH]3)nnc2n1,-0.67
O=C(NCc1ccccn1)c1cc2n(n1)C(C(F)(F)F)CC(c1ccco1)N2 (stereo not given),0.593
O=C(NCc1cccnc1)C1CC(=O)N(c2ccc(F)cc2)C1 (stereo not given),-0.0326
COC(=O)c1ccccc1OC(=O)c1cccnc1,0.566
COc1ccc(C(=O)NCc2cccnc2)cc1OC,0.253
CCOC(=O)N1CCC(NC(=O)C2CCN(S(=O)(=O)c3cnc[nH]3)CC2)CC1,0.522
N#Cc1c(N)sc(=S)c2c1CCCC2,0.776
CC(C)(C)OC(=O)NCCc1nnc(SCC(=O)c2ccc(Cl)cc2)o1,-1.66
Cc1ccccc1NC(=O)N1CCCC(c2nc(-c3ccc(C(C)C)cc3)no2)C1 (stereo not given),-4.21*
CN1CCN(c2ccc([N+](=O)[O-])cc2S(=O)(=O)N2CCOCC2)CC1,0.476
CC1Cc2ccccc2N1C(=O)c1cnc2n(c1=O)CCS2 (stereo not given),-0.0173
O=C(Nc1cccc(Cl)c1)N(CCN1CCOCC1)Cc1cccc(Cl)c1,-1.35
CCCCCC1CCC(c2ccc(C(N)=O)cc2)CC1 (stereo not given),0.567
COCC(=O)Nc1ccc(C(C)C)cc1,-0.088
NC1=NC[C@H](Cc2ccccc2)N1CCc1cccc(F)c1,-0.0478
O=C(CCSc1nc2ccccc2o1)N1CCOCC1,-0.104
CC(C)CC(=O)N1CCN(S(=O)(=O)c2ccc3ccccc3c2)CC1,1.84
Cc1ccc(C(=O)NN(C)c2nc3ccccc3nc2C(F)(F)F)cc1,-1.38
Cc1ccccc1CN1CCN(S(=O)(=O)c2ccc(F)cc2)CC1,-1.76
COc1ccc(N2CCN(C(=O)c3ccc(OCc4c(C)noc4C)c(OC)c3)CC2)cc1,0.823
Nc1nonc1-c1nc2ccccc2n1CC(=O)N1CCCCC1,-0.83
CC(=O)Nc1cccc(NC(=O)C2CCCN2C(=O)Nc2ccc(Cl)cc2)c1 (stereo not given),-0.0319
Cc1ccccc1C(=O)c1c[nH]c(C(=O)NCc2cccs2)c1,-0.661
Cc1nn(CCC(=O)NNC(=S)Nc2ccc(Cl)cc2)c(C)c1[N+](=O)[O-],-1.17
COc1ccccc1/C=C/C1(C(=O)NC2CCCC2)CC(=O)N1c1ccc(C)cc1 (stereo not given),-1.01
CCOC(=O)c1cc2c(=O)n3ccccc3nc2n(C(C)C)c1=NC(=O)c1ccncc1,1.62
CC1CCN(C(=O)CSCC(=O)Nc2nc(-c3cccs3)cs2)CC1,-5.69*
Cc1ccc(S(=O)(=O)Nc2cc(C(=O)NCCN(C)C)ccc2N2CCCCC2)cc1,0.476
Cc1ccc(-c2noc(CCC(=O)Nc3ccc(C)cn3)n2)cc1,0.0115
COCCN1Cc2cccc(C(=O)Nc3cccc(OC)c3)c2C1=O,0.963
CCN=C1S/C(=C\c2cn(C(C)=O)nc2-c2ccccc2)C(=O)N1CC,0.49
COc1cc(/C=N/O)ccc1OCc1ccc(C(=O)O)cc1,-0.334
CCN(CCCNC(=O)CCc1nc(-c2ccc(OC)cc2)no1)c1cccc(C)c1,-8.81*
C=CC[C@]12C[C@@H](OC)C(=O)C=C1O[C@@H](c1ccc(OC)c(OC)c1)[C@H]2C,1.83
Cc1cc(C(=O)CNCc2ccco2)c(C)n1-c1ccc(F)cc1,0.551
COCc1nc2ccccc2n1Cc1ccc(Br)cc1,-1.51
CC(C)NC(=O)c1ccc(-c2ccccc2C(F)(F)F)o1,0.239
CNC(=O)c1nn(-c2ccc(C)cc2)ccc1=O,1.2
C=CCN(C(=O)CCC(=O)Nc1cc(C)on1)C(C(=O)NC(C)(C)C)c1cccc(OC)c1OC (stereo not given),0.33
OC(CN1CCN(c2ccccc2)CC1)Cn1c2ccccc2c2ccccc21 (stereo not given),0.299
C[C@H]1[C@H](C)CC[C@]2(C)CC[C@]3(C)C(=CC[C@@H]4[C@@]5(C)CC[C@@H](O)[C@](C)(C(=O)O)[C@@H]5CC[C@]43C)[C@H]12,-2.34
O=C(Cc1cccs1)NCc1ccc2c(c1)OCO2,0.0238
Cn1ncc2c(Nc3ccc4ccccc4c3)ncnc21,0.0996
Cc1cccc(NC(=O)c2cc(-c3ccco3)nc3ccccc23)n1,0.0799
O=C(O)C1CCCCC1C(=O)Nc1ccccc1Nc1ccccc1 (stereo not given),0.537
O=C(O)C1Sc2[nH]c(=O)sc2C2c3cc(Cl)ccc3OC(=O)C12 (stereo not given),1.07
CC(=O)c1c(C)[nH]c(C(=O)CSc2nc3ccc(C)cc3[nH]2)c1C,-0.0352
CC[N+](CC)(CCO)CCCN1C(=O)C2CC=C(Cl)CC2C1=O (stereo not given),-0.313
O=C1CCCN1c1ccc(S(=O)(=O)N2CCN(c3ccccn3)CC2)cc1,-0.000313
COc1ccc(N(CC(=O)Nc2cccc(OC)c2)S(=O)(=O)c2c(C)nn(C)c2C)cc1,0.424
COC(=O)CCC(NC(=O)OCc1ccccc1)C(=O)NC(CC(C)C)C(=O)OC (stereo not given),-0.91
O=C1C/C(=C/NCc2ccccc2)C(=O)N1,-1.26
C=CCn1c(SCc2nc3ccccc3[nH]2)nnc1-c1ccccn1,-0.0275
COC(=O)C[C@H]1c2cc(F)ccc2S(=O)(=O)N1c1ccccc1,0.643
COc1ccc(N2CCN(S(=O)(=O)c3cccc4cccnc34)CC2)cc1,0.0771
CCOc1ccc(-c2nnc(NC(=O)CCCOc3cccc(C)c3)o2)cc1,-2.79
Cc1cc2oc(=O)cc(C)c2cc1NC(=O)CCC(=O)O,2.37
CCN(CC)C(=O)c1[nH]cnc1C(=O)N[C@@H](Cc1ccccc1)C(=O)OCc1ccccc1,-0.369
CCCOc1ccc(CC(=O)NCc2ccco2)cc1OC,0.826
COc1ccc(NC(=O)c2c(C(F)(F)F)nn(C)c2SCc2ccccc2)cc1,-1.91
Cc1nnc(SC(C)C(=O)N2CCc3ccccc32)s1 (stereo not given),0.777
C[C@H](NC(=O)c1nc[nH]c1C(=O)N[C@@H](Cc1ccccc1)C(=O)OC(C)(C)C)c1ccccc1,-1.92

Three compounds from above, sorted by heavy-atom count, largest number first.
SMILES,Cav32 inh
C[C@H](NC(=O)c1nc[nH]c1C(=O)N[C@@H](Cc1ccccc1)C(=O)OC(C)(C)C)c1ccccc1,-1.92
CCN(CC)C(=O)c1[nH]cnc1C(=O)N[C@@H](Cc1ccccc1)C(=O)OCc1ccccc1,-0.369
CC[N+](CC)(CCO)CCCN1C(=O)C2CC=C(Cl)CC2C1=O (stereo not given),-0.313

Later entries
SMILES,Cav32 inh
COc1ccc(CN(C)CC(=O)c2c(N)n(Cc3ccccc3)c(=O)n(C)c2=O)c(OC)c1,-0.871
COc1ccccc1Oc1c(C)oc2cc(OC(=O)c3ccco3)ccc2c1=O,-1.17
O=C(O)C1CCCCC1C(=O)N1CC=C(c2ccccc2)CC1 (stereo not given),0.419
CCOC(=O)C1=C(C)NC(C)=C(C(=O)OCC)C1C(=O)OCC(=O)N1CCCCC1CC (stereo not given),-0.884
CN1CCN(CCCn2cnc3c(=O)oc4ccccc4c32)CC1,0.773
CNCCCc1[nH]nc(N)c1C#N,0.839
O=C(O)C1C2C=CC3(CN(Cc4ccco4)C(=O)C13)O2 (stereo not given),0.0178
COC(=O)CN1C(=O)C(O)(CC(=O)c2ccc(Br)cc2)c2ccccc21 (stereo not given),-0.208
Cn1cnc(S(=O)(=O)NCc2cccs2)c1,0.00629
CCC(=O)Nc1nnc(C(C)(C)C)s1,1.53
CC(C)C1C(C#N)=C(N)Oc2n[nH]c(-c3cccs3)c21 (stereo not given),0.699
CC1/C(=N/O)CC(c2ccccc2)NC1c1ccccc1 (stereo not given),0.491
CC(=O)N1c2ccccc2C(=O)C1N1CCCCC1 (stereo not given),-0.598
COc1ccc(-c2c(C#N)c(SCC(N)=O)nc3c2CCCC3)cc1,0.558
CC1(C)Cc2ccccc2/C(=C/C(=O)N2CCCCCC2)N1,-2.39
O=C(CSc1nc(-c2ccccc2)nc2ccccc12)Nc1nccs1,0.518
Cc1c(C(=O)OCc2ccccc2)nnn1-c1nonc1N,-0.0162
CCOc1cc(N2CCOCC2)c(OCC)cc1NC1=NCCCCC1,-0.626
COC(=O)c1ccc(-c2sc3nc(N4CCOCC4)c4c(c3c2N)CCCC4)o1,-3.01
CCCCC(=O)Nc1cc(NC(=O)CC)ccc1Cl,0.345
O=c1[nH]c(=O)n(C2CCCCCC2)c(O)c1C=NCc1ccc(F)cc1,-6.67*
COCCCn1c(SCC(=O)Nc2ccc(C(C)=O)cc2)nc2ccccc2c1=O,0.347
O=[N+]([O-])c1ccccc1/C=N/N1CCN(c2ccccn2)CC1,-0.674
O=c1[nH]c2ccccc2cc1-c1nnn(-c2ccccc2)n1,-1.38
O=C(Oc1ccc(Cl)c2cccnc12)c1ccco1,0.344
Cc1ccc(SCc2[nH]nc3c2C2(C(=O)Nc4ccc(F)cc42)C(C#N)=C(N)O3)cc1 (stereo not given),0.96
CC(C)OCCCNC(=O)Cn1nc(-c2ccccc2)ccc1=O,-0.589
N#Cc1c(Cc2cccc3ccccc23)nn(CCO)c1N,0.426
CC1(C)C=C(c2ccc(C=O)s2)CC(C)(C)N1,0.177
Cc1noc(C)c1C(=O)OCC(=O)/C=C1\N(C)c2ccccc2C1(C)C,0.167
Cc1cccc(OCC(=O)O/N=C(\N)Cc2ccc(Cl)cc2)c1,-0.349
O=C(OC(C(=O)NCc1ccc2c(c1)OCO2)c1ccccc1F)c1ccco1 (stereo not given),-0.233
Cc1cccc(C)c1NC(=O)CN1CCNCC1,0.0532
O=C(Nc1ccccc1)c1cccnc1Nc1ccccc1,0.697
Cc1cccn2cc(CNC(=O)c3ccc(Br)o3)nc12,0.0191
O=C(CSc1ccc(Cl)cc1)NCC1CCCO1 (stereo not given),0.224
CC1Cc2ccccc2N1C(=O)CN1C(=O)COc2ccccc21 (stereo not given),-1.9
CN1CCN(C(=O)c2cc3nc(-c4ccccc4)cc(C(F)(F)F)n3n2)CC1,-0.106
Cc1ccc(SCc2[nH]nc3c2C2(C(=O)Nc4ccc([N+](=O)[O-])cc42)C(C#N)=C(N)O3)cc1 (stereo not given),-2.9
C#CCn1c(=NC(=O)CSC(C)=O)sc2cc(F)ccc21,-3.38
CCCCNC(=O)c1cc(-c2ccc(F)cc2)on1,-0.78
CCC(C)NC(=O)c1cnc2n(c1=O)CCS2 (stereo not given),0.254
CC(C)(C)NC(=O)COC(=O)c1cncc(Br)c1,0.0308
CCCNC(=O)N[C@@H](CCSC)C(=O)OC,-0.135
Cc1cc(C(=O)Nc2ccc(S(=O)(=O)N3CCCC3)cc2)cs1,-0.421
Cc1ccccc1N(CC(=O)NC1CCCC1)C(=O)C1(C)CC(=O)N=C2C=CC=CN21 (stereo not given),0.309
Cc1cc(C)cc(SCc2noc(C(=O)NCCN(C)C)c2C(=O)NCCN(C)C)c1,0.524
COc1cc(OC)cc(C(=O)N2CCCc3ccccc32)c1,-0.987
CCN(C(=O)c1ccc(NC(C)=O)cc1)c1ccccc1,0.563
CSc1nnnn1-c1ccc(C(=O)O)cc1,0.516
Cc1n[nH]c(=O)n1-c1cccc(C(F)(F)F)c1,-0.422
CCCN(CCC)CCNC(=O)C1CCN(Cc2nc(-c3ccc(Cl)cc3)oc2C)CC1,1.88
CCOC(=O)c1ccccc1-c1csc(NS(=O)(=O)c2ccc(Cl)cc2)n1,-9.16*

Bioassay records (PubChem)

This is a subset; rates above refer to the full screens.
